Pf gametocyte: late stage P. falciparum gametocyte viability inhibitors, primary screen, ATP luminescence, HTS | P. falciparum stage V gametocytes, 24 h | inhibition, % at 10.9 µM | 150,000 tested, 0.065% active | AID 743093, 2013;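 active means inhibition above the mean plus 3 SD of compounds within the control limits, set per campaign, cut at about 38% in these data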;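 further: 0% = DMSO wells and 100% = medium only without gametocytes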
Rab2 wt GTP: modulators of GTP binding to Rab2A wildtype, primary screen, biochemical, dog, bead-based flow cytometry, multiplex; GST-Rab2 wt beads, Bodipy-GTP binding; Ras-related protein Rab-2A (Canis lupus familiaris), P61105; 190,000 tested, 0.19% active; GTP binding activity, % at 10 µM;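 active means GTP binding activity at least 20 points away from 100%, either lowered or raised; inconclusive means signal likely due to the compound's own green fluorescence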;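 further: 0% = beads with excess unlabeled GTP and 100% = no-compound control corrected for plate trend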
Avidin bead fluor: green autofluorescence of compounds with avidin beads – biophysical, 488/530 nm, flow cytometry, artefact control, profiling panel. compound fluorescence 488/530 nm; hits give high values. 220,000 tested, 0.38% active. fluorescence (KMESF) at 10 µM; in the data active means fluorescence above about 47; further: inactives centre near 10
HRas wt GTP bind: modulators of GTP binding to HRas wildtype, primary screen, biochemical, bead-based flow cytometry, multiplex. GTPase HRas (Homo sapiens), P01112. GST-Ras wt beads, Bodipy-FL-GTP binding; actives lie on both sides. GTP binding activity, % at 10 µM. 190,000 tested, 0.14% active. AID 759, 2007;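 active means GTP binding activity at least 20% away from the 100% baseline, either lowered as inhibitor or raised as activator; inconclusive means flagged as likely green fluorescent, judged across all proteins in the well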;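 further: 0% = unlabeled GTP competition control and 100% = no-compound control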
Target sequence (P01112 whole entry, looked up): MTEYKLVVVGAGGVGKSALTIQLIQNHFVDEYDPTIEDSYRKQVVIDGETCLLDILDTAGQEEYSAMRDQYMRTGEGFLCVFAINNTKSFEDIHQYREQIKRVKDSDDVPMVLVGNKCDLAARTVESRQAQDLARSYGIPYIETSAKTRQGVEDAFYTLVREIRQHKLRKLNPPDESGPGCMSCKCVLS
Mcl1 Bid PPI: Mcl-1/Bid binding inhibitors, primary screen, biochemical, TR-FRET, 1536-well. Induced myeloid leukemia cell differentiation protein Mcl-1 (Homo sapiens), Q07820. TR-FRET Mcl-1/Bid-Dy647 peptide binding. inhibition, % at 21.7 µM. 220,000 tested, 0.97% active;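 active means compounds that cut the binding signal by more than half at the single screening dose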;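 further: His-tagged Mcl-1 with europium anti-His antibody binding Bid BH3 peptide; 0% = Mcl-1 plus peptide wells and 100% = peptide-only wells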
Target sequence (Q07820 whole entry, looked up): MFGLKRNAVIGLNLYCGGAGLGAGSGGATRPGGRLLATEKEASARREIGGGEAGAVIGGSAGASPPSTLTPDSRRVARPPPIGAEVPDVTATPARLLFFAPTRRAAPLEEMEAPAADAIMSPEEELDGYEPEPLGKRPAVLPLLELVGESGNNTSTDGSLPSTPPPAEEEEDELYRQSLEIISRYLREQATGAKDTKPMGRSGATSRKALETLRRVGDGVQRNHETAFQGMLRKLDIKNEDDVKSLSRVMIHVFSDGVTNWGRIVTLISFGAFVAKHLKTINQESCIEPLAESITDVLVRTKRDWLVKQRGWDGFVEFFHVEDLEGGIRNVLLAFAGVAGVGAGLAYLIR
Cdc42 wt GTP: modulators of GTP binding to wildtype Cdc42, primary screen, biochemical, multiplex bead flow cytometry, Bodipy-GTP. Cell division control protein 42 homolog (Homo sapiens), P60953. percent activity (GTP binding), % at 10 µM. 190,000 tested, 0.2% active. GST-Cdc42 beads; actives lie on both sides;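 active means percent activity GTP binding at least 20 points away from the 100% baseline, either down as inhibitor or up as activator; inconclusive means compound flagged as likely green fluorescent from well-wide comparison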;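 further: median bead fluorescence of bound Bodipy-FL-GTP at 100 nM; 0% = excess unlabeled GTP control and 100% = no compound control; below 100% means less GTP binding so inhibitor and above means activator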
Target sequence (P60953 whole entry, looked up): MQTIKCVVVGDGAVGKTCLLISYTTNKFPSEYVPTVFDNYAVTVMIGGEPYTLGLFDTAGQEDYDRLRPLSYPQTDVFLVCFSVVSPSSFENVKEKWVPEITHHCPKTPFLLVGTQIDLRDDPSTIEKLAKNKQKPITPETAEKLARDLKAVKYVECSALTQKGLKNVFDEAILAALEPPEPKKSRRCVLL
Rac1 wt GTP bind: wildtype Rac1 GTP binding modulators, primary screen, biochemical, GST-Rac1 beads, flow cytometry, multiplex | Ras-related C3 botulinum toxin substrate 1 (Homo sapiens), P63000 | fluorescent GTP binding; actives lie on both sides; 0 = cold GTP competed, 100 = untreated | GTP binding activity (% of control), % at 10 µM | 190,000 tested, 0.27% active | AID 757, 2007;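 active means GTP binding activity at least 20 points away from the 100% control level, either lower or higher; inconclusive means compound flagged as likely green fluorescent, judged across all proteins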
Rac1 mut GTP: GTP binding modulators of activated mutant Rac1, primary screen, biochemical, bead-based flow cytometry, multiplex, fluorescent GTP; Ras-related C3 botulinum toxin substrate 1 (Homo sapiens), P63000; GST-Rac1 activated beads; actives lie on both sides; 100% means binding = to untreated wells; percent activity (GTP binding), % at 10 µM; 190,000 tested, 0.11% active;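 active means GTP binding at least 20 percentage points away from the 100% baseline, in either direction, so actives lie on both sides; inconclusive means Compound likely fluorescent itself, or too few beads counted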
GSH bead fluor: compound fluorescence on glutathione beads, profiling panel, artefact control, biophysical, 488/530 nm, flow cytometry; GSH beads flow cytometry, compound fluorescence 488/530 nm; hits give high values; fluorescence (KMESF) at 10 µM; 190,000 tested, 0.25% active; in the data active means fluorescence above about 89;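 further: glutathione beads carrying GST-tagged Bcl family fusion proteins plus one bare bead set; values are compound well signal with DMSO vehicle wells as background; inactives centre near 16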
Mcl1 Noxa PPI: Mcl-1/Noxa binding inhibitors, primary screen, biochemical, TR-FRET, 1536-well. TR-FRET Mcl-1/Noxa peptide binding, 2 h. 220,000 tested, 1.5% active. AID 1022, 2008. inhibition, % at 21.7 µM. Induced myeloid leukemia cell differentiation protein Mcl-1 (Homo sapiens), Q07820;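 active means compounds that cut the protein-peptide binding signal by more than 50% relative to plate controls in a single-dose test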;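 further: His-tagged Mcl-1 with rhodamine Noxa BH3 peptide and terbium anti-His antibody; 0% = Mcl-1 plus Noxa peptide wells and 100% = peptide-only wells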
Rab7 wt modul: modulators of GTP binding to Rab7, primary screen, biochemical, wildtype, multiplex bead flow cytometry | 190,000 tested, 0.055% active | GST-Rab7 beads, fluorescent GTP binding; actives lie on both sides; untreated = 100%, excess cold GTP = 0% | GTP binding activity (percent of control), % at 10 µM;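 active means fluorescent GTP binding to Rab7 beads changed by at least 20 points from the 100% baseline, either direction, mostly lower; inconclusive means compound itself probably fluorescent, or too few beads counted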;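 further: median green fluorescence of bound Bodipy-FL-GTP per Rab7 bead population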
Starred values were filed as active, the others as inactive; u = inconclusive; x = no result given.

SMILES	Pf gametocyte	Rab2 wt GTP	Avidin bead fluor	HRas wt GTP bind	Mcl1 Bid PPI	Cdc42 wt GTP	Rac1 wt GTP bind	Rac1 mut GTP	GSH bead fluor	Mcl1 Noxa PPI	Rab7 wt modul
CC(C)Sc1nnc(CNC(=O)C23CC4CC(CC(C4)C2)C3)n1C1CCCCC1	-18	96	11	98	5	92	101	94	12	8	100
COc1ccc(N2CCN(C(=O)CN(c3cccc(Br)c3)S(C)(=O)=O)CC2)cc1	x	98	33	98	-28	96	103	97	44	11	99
N#Cc1cc(N)ccc1Sc1ccccc1	-9	94	28	94	0	92	95	95	22	-5	97
Cc1ccc(S(=O)(=O)NCCc2nnc3ccc(SCc4cccnc4)nn23)cc1	x	97	10	98	-19	97	102	98	21	5	99
CCCCN1C(=O)NC(NC(=O)C2CC2)(C(F)(F)F)C1=O (centres undefined)	-8	101	7	103	-15	101	105	96	12	2	104
CCCc1ccc(S(=O)(=O)NCCc2ccncc2)cc1	x	93	11	94	2	94	90	91	32	x	92
Oc1cccc2cc3cccc(O)c3c(O)c12	x	92	7	91	-6	88	86	88	11	97*	95
N#Cc1cc2cc3c(cc2nc1NCCNC(=S)NCCCN1CCOCC1)OCO3	-14	90	10	90	-51	90	83	93	13	36	95
CCn1c(CCC(=O)Nc2cc(F)ccc2C)nc2cc(S(=O)(=O)N(C)C)ccc21	3	103	11	103	-10	101	113	100	9	3	105
CCCc1cc(C(F)(F)F)c(C#N)c(=O)[nH]1	x	97	24	98	-3	100	103	98	26	4	95
COc1ccc(Cl)cc1NC(=O)CNCC(c1ccccc1)N(C)C (centres undefined)	0	99	8	100	41	98	105	98	17	7	105
N#CC1=C2SCN(c3ccccc3)CN2C(=O)CC1c1ccccc1Cl (centres undefined)	x	101	5	101	4	102	108	99	16	29	103
CC(C)OC(=O)c1cc2ccccc2[nH]1	2	97	8	99	-8	98	100	99	25	2	99
COC(=O)c1ccc(NC(=O)CCc2c(C)nc3ncnn3c2C)cc1	-40	104	16	100	-12	98	104	100	34	0	106
Cc1nnc(NC(=O)CSc2nnc(Cc3cccn3C)n2-c2cccc(C(F)(F)F)c2)s1	x	100	6	99	-56	100	100	95	17	22	101
Cc1cnn(CCC(=O)NNC(=S)Nc2cccc(Cl)c2)c1	-20	96	12	99	-131	99	98	96	12	-46	98
Cc1cccc(Nc2ccc(C(=O)N3CCOCC3)cn2)c1	x	98	7	99	-5	98	101	100	22	0	102
N#CCCN1CCn2c1nc1ccccc12	x	103	9	100	-18	102	96	97	16	-1	96
COc1cc(NS(=O)(=O)c2ccc(NC(C)=O)cc2)nc(OC)n1	x	99	32	101	5	103	104	99	26	9	99
C=C(C)CC1Nc2ccccc2NC1CC(=C)C (centres undefined)	x	103	14	103	-23	103	106	103	35	8	102
O=C(CSc1ccc2nnc(-c3cccnc3)n2n1)NCc1ccc2c(c1)OCO2	x	102	13	100	34	103	109	101	13	7	97
O=[N+]([O-])c1cc(S(=O)(=O)C(F)(F)F)ccc1Sc1nc2ccccc2s1	x	96	14	99	-24	95	103	94	14	-6	96
CS(=O)(=O)c1nc(-c2ccco2)cc(C(F)(F)F)n1	x	102	5	103	-53	108	108	104	26	-1	104
CCOc1cc(/C=N/OC(C)=O)ccc1OCc1ccccc1	14	96	9	96	-25	92	96	95	9	-10	101
Cc1ccc(-n2c(-c3ccccc3)n[nH]c2=S)cc1	x	99	22	99	-18	102	103	96	14	30	99
CC(NC(=O)CSc1nnc(CC(=O)Nc2ccc(Cl)c(Cl)c2)n1C)c1ccccc1 (centres undefined)	-8	100	4	101	-1	103	104	99	39	14	98
CCC(=O)Nc1ccc2nc(C)n(Cc3ccccc3Cl)c(=O)c2c1	6	99	5	100	-2	100	105	99	16	2	97
CCN(CCn1cccn1)C(=O)CC1C(=O)NCCN1Cc1ccc(F)c(F)c1 (centres undefined)	-7	100	11	101	-39	102	99	98	12	-7	104
CCNc1cc(N2CCN(S(=O)(=O)c3ccc4c(c3)CCCC4)CC2)ccc1[N+](=O)[O-]	-5	99	9	97	-11	95	102	98	15	-28	99
CCCn1c(=O)c2ccccc2n2c(SCC(=O)c3ccc(CC)cc3)nnc12	x	103	8	104	-43	105	102	101	19	0	101
CCOc1cccc(=O)c2c(C)n(C)c(C)c12	3	98	13	100	-78	99	98	94	9	28	102
Cc1cccc(C(=O)N2CCN(c3ccc([N+](=O)[O-])c(N4CCOCC4)c3)CC2)c1	x	104	33	104	0	108	107	101	11	-2	101
COc1ccc(NC(=O)Nc2cc(C)ccc2OC)cc1	18	93	5	93	-23	97	94	93	40	6	95
C=CCNC(=O)/C(=C\C=C\c1ccccc1)NC(=O)c1ccc(OCCCC)cc1	13	u	-2	u	-4	u	u	u	19	2	u
Cc1ccc(S(=O)(=O)N(C)c2ccccc2)cc1	x	103	27	104	-6	106	108	102	24	5	100
Clc1ccc(CSc2nnc(-c3ccccn3)n2Cc2ccco2)c(Cl)c1	-22	95	6	98	4	97	99	96	43	2	97
CC(C)CNC(=O)CC(c1ccccc1)c1c(O)ccc2ccccc12 (centres undefined)	-18	100	7	99	-7	99	99	98	10	-1	97
O=C(COC(=O)c1cc[n+]([O-])cc1)Nc1ccccc1Cl	9	98	11	100	87*	97	100	97	17	-6	106
Cc1ccc(C(=O)NC(=S)Nc2ccc(NC(=O)c3cccs3)cc2)cc1[N+](=O)[O-]	7	98	14	98	52*	101	103	98	13	42	100
Cc1ccc(NC(=O)CSCCc2ccccn2)nc1	x	101	14	102	-19	105	106	100	29	-1	102
CN1C(=O)/C(=C\c2ccncc2)SC1=Nc1ccccc1	x	101	4	101	-4	100	102	102	9	1	103
Cn1c(=O)cc(OCC(=O)N2CCN(c3ccccc3F)CC2)c2ccccc21	x	98	10	95	-20	97	98	96	13	22	93
COc1cccc(C2NC(=O)NC(C)=C2C(=O)Nc2ccc(C)cc2)c1 (centres undefined)	x	98	6	96	-25	97	100	96	25	1	96
CCN(Cc1ccccc1)S(=O)(=O)c1cc(C(=O)O)ccc1OC	13	99	21	103	6	95	101	98	14	13	107
C=CCNC(=O)CN1CCC(n2c(C)nc3cc(C(F)(F)F)ccc32)CC1	x	101	14	100	1	99	97	97	23	15	94
CCC(CC)NC(=O)c1cc(OC)c(OC)cc1[N+](=O)[O-]	7	102	12	100	-20	100	103	98	29	8	103
CN(C)CCCNc1ncc(C(F)(F)F)cc1Cl	7	94	7	94	-8	94	95	95	14	5	100
O=C(Cc1ccccc1)NNc1c2ccccc2nc2ccccc12	x	96	9	96	-45	98	98	95	19	5	100
Cc1cc(N)n(Cc2ccc(Cl)cc2)n1	-4	96	14	95	-59	93	98	96	12	-14	97
O=C(Nc1ccc2c(c1)C(=O)NC2=O)c1ccc2ncsc2c1	x	98	14	97	-12	96	97	91	8	-3	112
CC1CCN(CC(O)COc2cccc(F)c2)CC1 (centres undefined)	x	101	10	100	-14	99	104	98	16	-2	98
Cc1cc(=O)oc2cc(OCc3ccc(C(=O)N4CCN(c5ccc([N+](=O)[O-])cc5)CC4)cc3)ccc12	-10	97	10	93	-5	98	103	97	22	0	97
COc1ccc(NC(=O)C2CCCN2C(=O)OCc2ccccc2)c(OC)c1 (centres undefined)	-15	104	6	103	-9	103	104	101	25	22	101
Cc1ccc(NC(=O)c2ccc(S(=O)(=O)N3CCOCC3)cc2)nc1	-35	102	8	101	-20	102	107	100	10	-10	101
COCC(C)NC(=O)C(C)Oc1ccccc1 (centres undefined)	-3	101	6	104	-16	100	107	103	10	13	107
O=C(NCc1ccco1)NC12CC3CC(CC(C3)C1)C2	x	98	18	98	-32	99	101	99	27	-8	96

Gathered by group, the entries above with an aryl thioether with sulfur outside any ring
SMILES	Pf gametocyte	Rab2 wt GTP	Avidin bead fluor	HRas wt GTP bind	Mcl1 Bid PPI	Cdc42 wt GTP	Rac1 wt GTP bind	Rac1 mut GTP	GSH bead fluor	Mcl1 Noxa PPI	Rab7 wt modul
CC(C)Sc1nnc(CNC(=O)C23CC4CC(CC(C4)C2)C3)n1C1CCCCC1	-18	96	11	98	5	92	101	94	12	8	100
N#Cc1cc(N)ccc1Sc1ccccc1	-9	94	28	94	0	92	95	95	22	-5	97
Cc1ccc(S(=O)(=O)NCCc2nnc3ccc(SCc4cccnc4)nn23)cc1	x	97	10	98	-19	97	102	98	21	5	99
Cc1nnc(NC(=O)CSc2nnc(Cc3cccn3C)n2-c2cccc(C(F)(F)F)c2)s1	x	100	6	99	-56	100	100	95	17	22	101
O=C(CSc1ccc2nnc(-c3cccnc3)n2n1)NCc1ccc2c(c1)OCO2	x	102	13	100	34	103	109	101	13	7	97
O=[N+]([O-])c1cc(S(=O)(=O)C(F)(F)F)ccc1Sc1nc2ccccc2s1	x	96	14	99	-24	95	103	94	14	-6	96
CC(NC(=O)CSc1nnc(CC(=O)Nc2ccc(Cl)c(Cl)c2)n1C)c1ccccc1 (centres undefined)	-8	100	4	101	-1	103	104	99	39	14	98
CCCn1c(=O)c2ccccc2n2c(SCC(=O)c3ccc(CC)cc3)nnc12	x	103	8	104	-43	105	102	101	19	0	101
Clc1ccc(CSc2nnc(-c3ccccn3)n2Cc2ccco2)c(Cl)c1	-22	95	6	98	4	97	99	96	43	2	97

Compound activity as filed in PubChem.

Rows were taken by chance (roughly 3% active in at least one column).
